Screens: PubChem, National Center for Advancing Translational Sciences (NCATS)
KDM5B inhibitor: blocks human KDM5B histone demethylase activity; Potency, µM (top dose mostly 57.7 µM), without a hit: at the top dose activity change, negative = inhibition, most hits filed as inhibitors; 2.6% of 220,000 active; KDM5B demethylase, FDH-coupled NADH fluorescence (FDH is formaldehyde dehydrogenase); AID 1347165; Q9UGL1; active = well fitted inhibition curve with a large enough effect; inconclusive = small, poorly fitted or top-dose-only effect; inactive = no such curve, though single readings can be large or run the other way; also: 0% is about no effect; nearly all actives have a fitted effect of over 70% in size
Target sequence (Q9UGL1 whole entry, looked up): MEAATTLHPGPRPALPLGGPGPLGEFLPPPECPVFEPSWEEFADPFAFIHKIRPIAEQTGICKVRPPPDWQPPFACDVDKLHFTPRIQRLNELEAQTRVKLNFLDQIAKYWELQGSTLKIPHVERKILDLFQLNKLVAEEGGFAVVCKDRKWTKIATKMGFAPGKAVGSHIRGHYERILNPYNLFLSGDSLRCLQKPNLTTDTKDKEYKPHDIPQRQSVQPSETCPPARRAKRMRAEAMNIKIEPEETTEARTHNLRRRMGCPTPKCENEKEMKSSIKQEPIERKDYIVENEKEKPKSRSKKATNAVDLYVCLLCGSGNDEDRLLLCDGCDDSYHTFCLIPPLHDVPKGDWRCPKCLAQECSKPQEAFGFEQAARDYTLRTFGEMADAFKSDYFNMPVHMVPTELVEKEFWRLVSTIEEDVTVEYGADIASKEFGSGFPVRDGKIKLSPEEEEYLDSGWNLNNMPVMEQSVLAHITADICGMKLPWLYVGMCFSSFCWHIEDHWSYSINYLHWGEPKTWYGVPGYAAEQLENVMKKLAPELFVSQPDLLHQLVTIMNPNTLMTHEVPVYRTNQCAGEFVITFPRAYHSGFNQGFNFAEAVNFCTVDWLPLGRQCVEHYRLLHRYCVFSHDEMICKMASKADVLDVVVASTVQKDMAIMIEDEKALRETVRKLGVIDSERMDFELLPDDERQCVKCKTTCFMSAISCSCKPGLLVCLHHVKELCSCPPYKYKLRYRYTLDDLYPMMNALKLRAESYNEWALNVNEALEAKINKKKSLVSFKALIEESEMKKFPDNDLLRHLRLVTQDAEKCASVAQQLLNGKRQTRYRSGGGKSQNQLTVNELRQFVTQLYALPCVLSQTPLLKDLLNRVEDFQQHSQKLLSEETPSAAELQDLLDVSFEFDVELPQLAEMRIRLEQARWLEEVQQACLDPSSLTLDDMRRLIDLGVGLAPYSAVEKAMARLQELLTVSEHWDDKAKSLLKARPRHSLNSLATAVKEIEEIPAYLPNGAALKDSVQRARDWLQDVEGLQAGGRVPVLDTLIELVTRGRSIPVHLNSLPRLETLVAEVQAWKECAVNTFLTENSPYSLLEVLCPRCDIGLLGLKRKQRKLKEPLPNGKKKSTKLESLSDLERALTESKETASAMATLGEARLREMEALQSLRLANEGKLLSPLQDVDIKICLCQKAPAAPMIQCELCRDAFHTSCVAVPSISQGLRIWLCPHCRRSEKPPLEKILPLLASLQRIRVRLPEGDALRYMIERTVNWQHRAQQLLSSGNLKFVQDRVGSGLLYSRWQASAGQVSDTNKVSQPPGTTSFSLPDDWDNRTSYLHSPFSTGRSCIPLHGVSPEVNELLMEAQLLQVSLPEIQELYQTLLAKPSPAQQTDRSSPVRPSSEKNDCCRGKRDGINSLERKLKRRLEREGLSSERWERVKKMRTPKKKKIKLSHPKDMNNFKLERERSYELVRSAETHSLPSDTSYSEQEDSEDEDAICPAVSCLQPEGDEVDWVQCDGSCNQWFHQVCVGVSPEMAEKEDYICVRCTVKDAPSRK
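qHTS format, multiple compound concentrations. Buffer 50 mM HEPES pH 7.5/0.01% Tween-20; 200 nM KDM5BΔAP final; 10 min compound preincubation; substrate-mix levels 12.5 µM peptide, 25 µM α-KG, 0.25 mM NAD⁺; 30 min RT; ΔRFU.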
The depositor's hits bear a star; [ ] = dose if it differs, or a comment. Potency is read from the fitted curve at half-maximal effect. The list is partial. The share of hits here may be higher or lower than overall.

Start of the listing, in advance (two entries):
What do the screens show for `CC(NC(=O)CSc1nc2cc([N+](=O)[O-])ccc2o1)c1ccc(F)cc1F` (configuration not stated)?
KDM5B inhibitor: -1.6%

Results for CCCSc1nc(SC)c2c3c(sc2n1)COC(C)(C)C3 ?
KDM5B inhibitor: -1.0%

Main list, from the first entry:
What do the screens show for `CC(NC(=O)CSc1nc2cc([N+](=O)[O-])ccc2o1)c1ccc(F)cc1F` (configuration not stated)?
KDM5B inhibitor: -1.6%

Results for CCCSc1nc(SC)c2c3c(sc2n1)COC(C)(C)C3 ?
KDM5B inhibitor: -1.0%

Results for CC1CCN(c2c(NCc3ccc(C(=O)NCc4ccccc4)cc3)c(=O)c2=O)CC1 ?
KDM5B inhibitor: 18.8%

Results for Cc1cc(C)cc(NC(=O)Cn2c(N3CCc4ccccc4C3)nc(C)cc2=O)c1 ?
KDM5B inhibitor: -10.6%

What do the screens show for `O=C(NC1CC1)c1cc(Br)cn2ccnc12`?
KDM5B inhibitor: 39.8µM*

How did CC(C)OCCNc1nccc(C2(c3ccccc3Cl)CCNCC2)n1 do in these assays?
KDM5B inhibitor: inconclusive

What do the screens show for `COc1ccc(C(=O)N[C@H]2CO[C@H]3[C@@H]2OC[C@@H]3Nc2nccc(C(C)(C)C)n2)cc1`?
KDM5B inhibitor: 1.8%[86.2 µM]

Results for CCOC(=O)C(NC(=O)c1ccccc1)(Nc1ccccc1OC)C(F)(F)F (configuration not stated) ?
KDM5B inhibitor: 15.4%

What do the screens show for `C#CCNC(=O)C[C@@H]1c2nc(NC(=O)OCC=C)sc2C[C@@H]2[C@](C)(CO)[C@H](O)CC[C@]21C`?
KDM5B inhibitor: -25.8%

What do the screens show for `CC(C)CCN(CC(=O)Nc1cccc2ncccc12)C1CC1`?
KDM5B inhibitor: -2.0%

Results for COC(=O)c1sccc1NC(=O)N1CCCCCCNC(=O)CC1 ?
KDM5B inhibitor: inconclusive

How did O=C(Cc1cccc(F)c1)N1CCC(N2CC3CC(C2)[C@H]2CCCC(=O)N2C3)CC1 (some centres not stated) do in these assays?
KDM5B inhibitor: -28.4%

Results for Cc1ccc(Nc2ccc(N3CCN(S(=O)(=O)c4ccc(Br)cc4)CC3)nn2)cc1 ?
KDM5B inhibitor: -13.5%

Results for Cc1ccc(NC(=O)CCc2c(C)nc3c(-c4ccccc4)c(C)nn3c2C)c(C)c1 ?
KDM5B inhibitor: 11.4%

How did COc1ccc(/C=C(/C#N)c2nc3ccccc3[nH]2)cc1Cl do in these assays?
KDM5B inhibitor: inconclusive

What do the screens show for `Cc1cc(C(F)F)n2nc(C(=O)Nc3c(C)cccc3C)nc2n1`?
KDM5B inhibitor: -23.2%

How did Cc1nn(C)c(C)c1S(=O)(=O)N1CCC(c2noc(-c3cccnc3)n2)C1 (configuration not stated) do in these assays?
KDM5B inhibitor: 18.9%

Results for COc1ccc(C2=NOC3(CCCN(C(=O)c4ccccn4)C3)C2)cc1 (configuration not stated) ?
KDM5B inhibitor: 21.6%[115 µM]

Results for COC(=O)c1cc(-c2cccc(C)c2)nc2ccccc12 ?
KDM5B inhibitor: inconclusive

Results for Cc1cc(NC(=O)Nc2c(C3=CCCCC3)c(C)nn2C)ccc1Br ?
KDM5B inhibitor: -3.0%

How did O=C(Nc1sc2c(c1C(=O)NCC1CCCO1)CCC2)c1cc(=O)c2ccccc2o1 (configuration not stated) do in these assays?
KDM5B inhibitor: 16.6%

How did CN(C)CCNc1oc(-c2ccccc2F)nc1S(=O)(=O)c1ccc2c(c1)OCCO2 do in these assays?
KDM5B inhibitor: inconclusive

What do the screens show for `COc1ccc(/C=C/C(=O)OC(C)C(=O)c2ccc3c(c2)CCC3)cc1OC` (configuration not stated)?
KDM5B inhibitor: -25.5%

How did O=C1NC(=NC2CCCC2)C2(CCCN(Cc3ccsc3)C2)N1c1cc(F)cc(F)c1 (configuration not stated) do in these assays?
KDM5B inhibitor: 11.0%[115 µM]

Results for CC(C)(C)NC(=O)CCn1nc(-c2ccc(Cl)cc2)c2ccccc2c1=O ?
KDM5B inhibitor: -15.1%

Results for CCc1ccc(NC(=O)Cn2c(=O)n(Cc3nc(-c4ccccc4)no3)c(=O)c3cc4c(cc32)OCO4)cc1 ?
KDM5B inhibitor: inconclusive

How did COCCN1CCCC2(CCN(C(=O)c3oc4cc(C)ccc4c3C)C2)C1=O (configuration not stated) do in these assays?
KDM5B inhibitor: 18.3%

Results for COc1ccccc1OCCNC(=O)c1ccc2[nH]c(C)c(C)c2c1 ?
KDM5B inhibitor: 8.4%

Results for C[C@H](NC(=O)OC(C)(C)C)c1nnc(SCc2c(F)cccc2Cl)o1 ?
KDM5B inhibitor: -1.0%

Results for COc1cccc(-c2nc(N3CCOCC3)cc3c2CN(Cc2ccccc2)C3=O)c1OC ?
KDM5B inhibitor: 31.6µM*

What do the screens show for `O=C(O)CCN1CCOCC1`?
KDM5B inhibitor: -2.8%

Results for N#Cc1ccc(CNC2(Cc3cc(COc4ccccc4)on3)COC2)cc1 ?
KDM5B inhibitor: inconclusive

Results for Cc1ccc(NC(=O)C(c2ccc(Cl)cc2)C(C)C)cc1F (configuration not stated) ?
KDM5B inhibitor: inconclusive

What do the screens show for `COc1ccc(C2(C(=O)N3C[C@@H](Oc4ccccc4)C[C@H]3C(=O)N3CCCC3)CC2)cc1`?
KDM5B inhibitor: 17.8%

Results for O=C(c1ccc2c(c1)OCCO2)N1CCc2[nH]nc(-c3ccccc3F)c2C1 ?
KDM5B inhibitor: 4.2%

Results for CCN(CC)S(=O)(=O)c1ccc2[nH]c(=O)cc(C(=O)N(C)C3CCS(=O)(=O)C3)c2c1 (configuration not stated) ?
KDM5B inhibitor: -1.5%

Results for O=C(Cn1ccn(-c2ccc(F)c(F)c2)c(=O)c1=O)Nc1ccccc1F ?
KDM5B inhibitor: -18.2%

How did NC(=O)c1cc(Sc2ccc3c(c2)OCCCO3)nc2ccccc12 do in these assays?
KDM5B inhibitor: 8.8%

How did CC(C)N1C(=O)C2(CCCCC2)C1C(=O)N1CCOCC1 (configuration not stated) do in these assays?
KDM5B inhibitor: 16.3%

Results for O=C(Cc1ccsc1)Nc1ccc(-c2nnc3n2CCCC3)cc1 ?
KDM5B inhibitor: 15.7%

Results for CN(C)S(=O)(=O)c1ccc(=O)n(CCOc2ccc(C#N)cc2)c1 ?
KDM5B inhibitor: 10.6%

Results for COc1ccc(C2C(C(=O)Nc3cccnc3)=C(C)Nc3nc(-c4ccc(OC)c(OC)c4)nn32)cc1 (configuration not stated) ?
KDM5B inhibitor: -24.7%

Results for O=S(=O)(c1ccc(F)cc1)N1CCC2(CC1)CC(N1CCOCC1)CCO2 (configuration not stated) ?
KDM5B inhibitor: -18.6%

How did O=c1c2cc([N+](=O)[O-])ccc2nc2n1CCCC2 do in these assays?
KDM5B inhibitor: 5.9%

What do the screens show for `CN1C(=O)c2cccn2CC1CNC(=O)c1n[nH]c2ccccc12` (configuration not stated)?
KDM5B inhibitor: -32.5%

How did c1csc(CNC2CCCCCCC2)c1 do in these assays?
KDM5B inhibitor: 18.8%

Results for Cn1nc(C2CCN(C(=O)c3ccc(F)cc3)CC2)[nH]c1=O ?
KDM5B inhibitor: 6.0%[86.2 µM]

What do the screens show for `COc1ccc(C(=O)N2CC[C@H](CO)[C@H](NC(=O)C3CC3)C2)c(OC)n1`?
KDM5B inhibitor: -17.5%

What do the screens show for `O=C(Cn1c(=O)n(Cc2ccco2)c(=O)c2sc3ccccc3c21)Nc1ccc(F)cc1F`?
KDM5B inhibitor: inconclusive

How did CCOc1cc(/C=C2\NC(=O)NC2=O)cc(Cl)c1O do in these assays?
KDM5B inhibitor: 6.9%

What do the screens show for `CC(=O)N1CCC(N2CC3(C2)C(=O)N(CCCN2CCCC2=O)C(=O)[C@@H]2C[C@@H](O)CN23)CC1`?
KDM5B inhibitor: -22.2%

What do the screens show for `Cn1cc(C(C(=O)O)N2CCN(CCc3ccncc3)CC2)c2cc(C(=O)O)ccc21` (configuration not stated)?
KDM5B inhibitor: -7.6%

How did Cc1cc(C)c2c(Cn3ccnc3)cc(=O)oc2c1 do in these assays?
KDM5B inhibitor: 24.4%

What do the screens show for `COC(=O)c1ccc([C@@H]2Nc3c(cccc3C(F)(F)F)[C@@H]3C=CC[C@@H]32)cc1`?
KDM5B inhibitor: inconclusive

Results for CCN1CCc2[nH]cnc2C12CCN(C(=O)c1cccnc1SC)CC2 ?
KDM5B inhibitor: inconclusive

What do the screens show for `COCC1CN(C(=O)CN2CCCC2=O)CC12CCNCC2` (configuration not stated)?
KDM5B inhibitor: inconclusive

Results for O=C(NC[C@H]1O[C@H](Cc2cc(-c3ccccc3)on2)CC[C@@H]1O)c1ccccc1F ?
KDM5B inhibitor: 9.5%[86.2 µM]

How did O=C1CN(c2nc(-c3ccccc3)c3ccccc3n2)CCN1 do in these assays?
KDM5B inhibitor: -3.6%

How did CC(C)C(=O)NN=C(c1ccccc1)c1ccccc1 do in these assays?
KDM5B inhibitor: 6.1%

What do the screens show for `CC1=C/C(=N/NC(=S)Nc2ccccc2C(F)(F)F)CC1`?
KDM5B inhibitor: -0.9%

How did CC(C)CN1CCN(C2CCOC3(CCN(S(=O)(=O)c4cccs4)CC3)C2)CC1 (configuration not stated) do in these assays?
KDM5B inhibitor: 4.4%

How did Cc1cc(C)n(-c2nc3ccccc3nc2N2CCN(c3cccc(C(F)(F)F)c3)CC2)n1 do in these assays?
KDM5B inhibitor: inconclusive

Results for CN(C)S(=O)(=O)N1CCC(N2C(=O)C3(CCCCC3)C2c2ccccc2)CC1 (configuration not stated) ?
KDM5B inhibitor: -8.8%

Results for CCOc1ccc(-c2nc(CN3CCCC(C(=O)N4CCOCC4)C3)c(C)o2)cc1 (configuration not stated) ?
KDM5B inhibitor: -18.6%

Results for O=C(Nc1ccccc1)Nc1scc2c1c(=O)oc1ccccc12 ?
KDM5B inhibitor: -15.2%

Results for O=C(CC1CCCCC1)N1CCCC(CN2CCCC2)C1 (configuration not stated) ?
KDM5B inhibitor: 5.6%

How did Cc1cccc2nc(Cn3c(=O)n(-c4ccccc4)c(=O)c4c5c(sc43)CCC5)cc(=O)n12 do in these assays?
KDM5B inhibitor: -1.9%

How did COCC1CN(Cc2ccc(C(C)C)cc2)CC12CCNCC2 (configuration not stated) do in these assays?
KDM5B inhibitor: inconclusive

What do the screens show for `CC1=CC(C)C(/C=N/NC(N)=S)C(C)C1` (configuration not stated)?
KDM5B inhibitor: -1.2%

How did O=C1ON=C(c2ccccc2)/C1=C/c1ccc(O)c(O)c1 do in these assays?
KDM5B inhibitor: inconclusive

Arranged by length of the SMILES (smallest number first): some entries from above.
What do the screens show for `CC1=CC(C)C(/C=N/NC(N)=S)C(C)C1` (configuration not stated)?
KDM5B inhibitor: -1.2%

How did CC(C)C(=O)NN=C(c1ccccc1)c1ccccc1 do in these assays?
KDM5B inhibitor: 6.1%

What do the screens show for `COCC1CN(C(=O)CN2CCCC2=O)CC12CCNCC2` (configuration not stated)?
KDM5B inhibitor: inconclusive

How did COCC1CN(Cc2ccc(C(C)C)cc2)CC12CCNCC2 (configuration not stated) do in these assays?
KDM5B inhibitor: inconclusive

How did O=C1CN(c2nc(-c3ccccc3)c3ccccc3n2)CCN1 do in these assays?
KDM5B inhibitor: -3.6%

Results for O=C(Nc1ccccc1)Nc1scc2c1c(=O)oc1ccccc12 ?
KDM5B inhibitor: -15.2%

Results for CCN1CCc2[nH]cnc2C12CCN(C(=O)c1cccnc1SC)CC2 ?
KDM5B inhibitor: inconclusive

Results for CCOc1ccc(-c2nc(CN3CCCC(C(=O)N4CCOCC4)C3)c(C)o2)cc1 (configuration not stated) ?
KDM5B inhibitor: -18.6%

Results for CN(C)S(=O)(=O)N1CCC(N2C(=O)C3(CCCCC3)C2c2ccccc2)CC1 (configuration not stated) ?
KDM5B inhibitor: -8.8%

How did Cc1cc(C)n(-c2nc3ccccc3nc2N2CCN(c3cccc(C(F)(F)F)c3)CC2)n1 do in these assays?
KDM5B inhibitor: inconclusive

Results for O=C(NC[C@H]1O[C@H](Cc2cc(-c3ccccc3)on2)CC[C@@H]1O)c1ccccc1F ?
KDM5B inhibitor: 9.5%[86.2 µM]

How did Cc1cccc2nc(Cn3c(=O)n(-c4ccccc4)c(=O)c4c5c(sc43)CCC5)cc(=O)n12 do in these assays?
KDM5B inhibitor: -1.9%

Additional entries.
Results for Cc1cc(C(=O)N2C[C@@H]3CCCN4CCC[C@@H]([C@H]34)[C@H]2CCCC(=O)NCc2ccccc2)nn1C ?
KDM5B inhibitor: -0.4%

Results for COc1ccc(CC/C(C)=N/O)cc1 ?
KDM5B inhibitor: -7.3%

What do the screens show for `CCOC(=O)C(=O)N1c2ccccc2C(N(C(=O)C(=O)OCC)c2ccccc2)CC1C` (configuration not stated)?
KDM5B inhibitor: 3.5%

Results for COc1cccc(CCC(=O)N2CCCC(Nc3ccc(F)cc3)C2)c1 (configuration not stated) ?
KDM5B inhibitor: -15.6%

How did O=C(c1cc2ccccc2[nH]1)N1C[C@@H](CO)[C@H](c2ccccn2)C1 do in these assays?
KDM5B inhibitor: -3.1%

How did CCc1sc(C(=O)OCC(=O)Nc2cc(C)on2)cc1C do in these assays?
KDM5B inhibitor: 19.4%

How did O=C1NCN(Cc2ccc(Cl)cc2)C12CCN([S+](=O)([O-])c1cccc(C(F)(F)F)c1)CC2 do in these assays?
KDM5B inhibitor: -8.2%

Results for CCOc1cc(=O)n2c(c1C(=O)Nc1ccc(C)cc1Cl)CCCC2 ?
KDM5B inhibitor: -3.7%

What do the screens show for `O=C(NCc1ccc(Cl)nc1)c1ccc2cncn2c1`?
KDM5B inhibitor: 35.5µM*

Results for C=CCN(Cc1cccs1)C(=O)c1cccs1 ?
KDM5B inhibitor: 1.2%

How did Cc1ccc(-c2nnc(Nc3cccc(Cl)c3)c3ccccc23)cc1S(=O)(=O)N1CCN(C)CC1 do in these assays?
KDM5B inhibitor: 10.7%

What do the screens show for `CC1(c2nnnn2C2CCCCC2)CCCC(=O)N1CCc1ccc(O)cc1` (configuration not stated)?
KDM5B inhibitor: 8.7%
